TexasRed fluor – alters Texas Red total fluorescence, flagging assay interference | 280,000 compounds, 0.29% hits | Potency, µM (doses to about 106 µM), for the others: top-dose fluorescence change, negative = quenching | TRb/SRC2 Texas Red total fluorescence interference; active = well fitted curve in either direction with a large enough effect; inconclusive = small, poorly fitted or top-dose-only effect; note: potency is the fitted concentration of half-maximal effect; % is set by controls: 0 for no effect and ±100 for the full control effect
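Human TRb ligand-binding domain at 0.6 uM with 20 nM Texas Red SRC2 peptide in Tris buffer containing 1 uM T3 and 5% DMSO, incubated with compound 5 h at ambient temperature. Total fluorescence (555/632 nm) calculated as parallel + 2 × perpendicular.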
TRb-SRC2 inh – TRbeta-SRC2 interaction inhibition; AID 1469; Potency, µM (top dose mostly 106 µM), for inactives: at the top dose activity change, negative = inhibition, most hits filed as inhibitors; 280,000 compounds, 0.065% hits; TRbeta-SRC2 peptide binding, fluorescence polarization; receptor liganded with 1 µM T3; P10828;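 note: potency is the fitted concentration of half-maximal effect; plate controls were bound peptide for no effect and peptide without receptor for full effect; nearly all actives have a fitted effect of over 50% in size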
Target sequence (P10828 whole entry, looked up): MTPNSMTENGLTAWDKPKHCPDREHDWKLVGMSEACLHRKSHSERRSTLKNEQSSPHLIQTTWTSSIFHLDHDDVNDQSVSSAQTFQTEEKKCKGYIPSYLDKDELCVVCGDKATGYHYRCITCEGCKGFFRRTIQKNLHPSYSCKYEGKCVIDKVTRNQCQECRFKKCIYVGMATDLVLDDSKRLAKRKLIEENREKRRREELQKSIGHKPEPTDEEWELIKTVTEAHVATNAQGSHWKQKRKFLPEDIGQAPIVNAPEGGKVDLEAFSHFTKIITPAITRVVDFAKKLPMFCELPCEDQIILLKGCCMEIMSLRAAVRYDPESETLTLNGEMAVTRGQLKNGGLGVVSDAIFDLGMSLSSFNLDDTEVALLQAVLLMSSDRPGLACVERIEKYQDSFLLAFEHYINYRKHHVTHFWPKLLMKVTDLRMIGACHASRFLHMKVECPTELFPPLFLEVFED
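A fluorescence polarization screen tested compounds at multiple concentrations against complex formation between 0.6 uM TRb ligand-binding domain and 20 nM Texas Red SRC2 peptide, with 1 uM T3 present; readout after 5 hr.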
NPSR antagonist – neuropeptide S receptor (human) antagonism, cAMP | AID 1461 | 220,000 compounds, 1% hits | CHO-NPSR cells, cAMP TR-FRET, antagonist mode | Potency, µM (highest dose often 38.3 µM), for inactives: at the top dose activity change, negative = inhibition, most hits filed as inhibitors; note: potency is the fitted concentration of half-maximal effect; % is set by controls: 0 for no effect and ±100 for the full control effect; nearly all actives have a fitted effect of over 50% in size; many of its hits are not listed in these tables
GLA spleen mod – inhibitors or activators of human alpha-galactosidase in spleen homogenate | P06280 | human spleen homogenate, 4MU-alpha-Gal fluorescence, 40 min | 240,000 compounds, 0.008% hits | Potency, µM (top dose mostly 80 µM), for the others: at the highest dose activity change, negative = inhibition, actives largely listed as inhibitors;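 note: potency is the fitted concentration of half-maximal effect; 0% = enzyme with vehicle and -100% = no enzyme basal signal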
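Human spleen homogenate (1 ug) was the enzyme source, with 4-methylumbelliferyl-alpha-D-galactopyranoside (1 mM final) in pH 5.0 citrate buffer with 0.01% Tween-20. Compounds were titrated; after 40 min at 37C, NaOH/glycine stop, 4-MU fluorescence read; AC50 from Hill fits.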
CBFb RUNX1 block – blocks binding between human CBF-beta and RUNX1; AlphaScreen CBFb-His/RUNX1-biotin binding, biochemical; Q01196+Q13951; AID 1477; 230,000 tested, under 10 active; Potency, µM (top dose mostly 59.8 µM), for inactives: top-dose activity, negative = inhibition, most hits filed as inhibitors; note: % of control where 0% means no effect
Target sequence (Q01196 whole entry, looked up): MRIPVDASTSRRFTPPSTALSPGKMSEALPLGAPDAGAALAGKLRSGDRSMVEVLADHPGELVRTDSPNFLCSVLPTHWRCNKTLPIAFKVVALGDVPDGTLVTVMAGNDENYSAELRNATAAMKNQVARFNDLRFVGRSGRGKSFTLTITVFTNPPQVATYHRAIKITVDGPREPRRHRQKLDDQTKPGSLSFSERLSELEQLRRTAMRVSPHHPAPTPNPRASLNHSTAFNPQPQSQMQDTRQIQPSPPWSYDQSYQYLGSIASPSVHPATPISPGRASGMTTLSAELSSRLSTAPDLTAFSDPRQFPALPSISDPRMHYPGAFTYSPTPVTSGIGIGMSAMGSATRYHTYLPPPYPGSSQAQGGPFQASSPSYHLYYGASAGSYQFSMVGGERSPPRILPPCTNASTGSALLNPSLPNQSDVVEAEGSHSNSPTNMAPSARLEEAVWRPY
Target sequence (Q13951 whole entry, looked up): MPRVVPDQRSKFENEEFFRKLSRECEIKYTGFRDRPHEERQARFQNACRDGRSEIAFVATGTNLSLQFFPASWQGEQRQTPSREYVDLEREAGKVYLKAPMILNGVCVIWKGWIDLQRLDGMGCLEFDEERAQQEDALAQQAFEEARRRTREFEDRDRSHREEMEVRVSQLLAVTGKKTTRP
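His-tagged CBF-beta and biotinylated RUNX1 (30 nM each) were premixed 20 min at room temperature, exposed to compound for 15 min, then given nickel-chelate and streptavidin AlphaScreen beads (50 ng each). After 90 min, AlphaScreen signal was read.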
Tau FP inhib – inhibitors of human tau fibril formation; 280,000 compounds, 0.39% hits; AID 1468; Potency, µM (doses to about 57.7 µM), for inactives: top-dose activity, negative = inhibition, most hits filed as inhibitors; K18 P301L tau heparin fibrillization, Alexa594 FP, 6 h; note: potency is the fitted concentration of half-maximal effect; % is set by controls: 0 for no effect and ±100 for the full control effect; nearly all actives have a fitted effect of over 55% in size
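Heparin (20 uM) drove fibril formation of recombinant tau K18 P301L, 15 uM unlabeled with 0.24 uM Alexa 594 label, for 6 hr at 37 C in 100 mM sodium acetate pH 7. Fluorescence polarization (555/632 nm) read 1 hr after 30 uM ThT.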
Epigenetic derep – derepresses silenced GFP reporter in murine cells | murine LDR cells, GFP reporter derepression, 30 h | 280,000 compounds, 0.2% hits | AID 1865 | Potency, µM (top dose mostly 53.9 µM), without a hit: at the top dose GFP activation, hits mostly activators; note: potency is the fitted concentration of half-maximal effect; % of control where 0% means no effect; nearly all actives have a fitted effect of over 60% in size
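Reporter derepression read as number of fluorescent GFP-positive objects, 20-120 um in size, counted by laser-scanning cytometer. Mouse LDR line with an epigenetically silenced CMV-GFP locus; compound incubation 30 h, 37 C.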
Tau fluor counter – counter-screen for tau fibril formation inhibitors; AID 1463; 280,000 compounds, 0.93% hits; Potency, µM (titrated, usually from 57.7 µM), without a hit: at the top dose activity change, negative = decrease; tau K18 P301L Alexa594 fluorescence, heparin fibrillization; note: potency is the fitted concentration of half-maximal effect; % is set by controls: 0 for no effect and ±100 for the full control effect; nearly all actives have a fitted effect of over 55% in size
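Human tau K18 P301L (15 uM unlabeled, 0.24 uM Alexa 594-labeled) in 100 mM sodium acetate pH 7 with 20 uM heparin, 6 hr at 37 C. ThT 30 uM added, 1 hr ambient; Alexa 594 FP and total fluorescence read at 555/632 nm.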
Active calls of the source: *; ? = inconclusive; nt = no result given; & = joins results of further samples; [ ] = dose if it differs, or a comment. Unless noted, calls come from the whole dose curve; as a rule, active = well fitted curve in the direction sought with a large enough effect; inconclusive = small, poorly fitted or top-dose-only effect, or another doubt; inactive = no such curve, though single readings can be large; an effect the other way counts as inactive or inconclusive.

SMILES | TexasRed fluor | TRb-SRC2 inh | NPSR antagonist | GLA spleen mod | CBFb RUNX1 block | Tau FP inhib | Epigenetic derep | Tau fluor counter
C=CCc1ccccc1OCC(O)CN1CCN(Cc2ccc3c(c2)OCO3)CC1 (stereo unspecified) | 2%&1% | 3%&5% | -4%[46.1 µM] | -9%&1% | -2%&5% | 2%&5% | -0.8%&-6.3% | -5%&-3%
OCCN(CC(O)Cn1ccc2ccccc21)CC(O)Cn1ccc2ccccc21 (stereo unspecified) | 0% | 0% | -16%[46.1 µM] | 4% | -8% | -2% | 0.0% | ?
COC(=O)c1ccc(Cl)cc1NC(=O)N1CCC(CN2CCC(C)CC2)CC1 | -9% | -1% | nt | nt | nt | -8% | 0.0% | -5%
Cc1nnc(NC(=O)CSc2nnc(C)n2-c2ccc(F)cc2)s1 | 2% | -5% | 3% | -1% | 7% | 2% | -0.3% | 6%
Cn1nc(C(=O)NCc2ccccc2Cl)c2c1-c1ccccc1SC2 | 0% | -2% | nt | nt | nt | -3% | 0.6% | 0%
COc1ccc(-c2nnc(NC(=O)C3CCCO3)s2)cc1 (stereo unspecified) | -1% | -14% | -11%[46.1 µM] | -2% | 6% | 2% | -1.1% | 3%
Cc1cccc2c(=O)cc(CSc3ccccc3NC(=O)C(C)C)[nH]c12 | -1% | -2% | nt | nt | nt | 0% | 6.9% | -5%
CC(=O)C1=C(O)C(=O)N(Cc2ccco2)C1c1ccccc1 (stereo unspecified) | 0% | 0% | -10%[46.1 µM] | -12% | -4% | -3% | 1.5% | 0%
Cc1cc(CNC(=O)COc2cc(F)ccc2[N+](=O)[O-])c2ccccc2n1 | -5% | -8% | 35% | 7% | -7% | -6% | 2.1% | -12%
Cc1ccc2nc(-c3ccc(SCC(=O)O)nc3)[nH]c2c1 | 0% | 0% | 11%[46.1 µM] | 4% | 10% | -4% | 14% | -7%
Cc1ccc(NC(=O)COc2ccc3oc4c(c3c2)CCCC4)nc1 | -4% | 1% | 4%[46.1 µM] | 2% | -9% | -6% | -1.0% | 4%
O=C(Nc1ccc(Br)c(C(F)(F)F)c1)c1ccccc1 | -2% | -2% | -19% | 9% | 19% | ? | -1.1% | ?
CCCOc1ccc(C(=O)N(Cc2ccco2)Cc2ccco2)cc1 | 0% | -3% | nt | nt | nt | -9% | -2.6% | -15%
CCOC(=O)COc1nc(N(C)C)nc(N(C)C)n1 | -1% | 9% | 4%[46.1 µM] | 5% | 6% | 8% | -8.5% | -1%
COc1ccc(/C=C/C(=O)N2CCN(S(=O)(=O)/C=C/c3ccccc3)CC2)cc1OC | 1% | -5% | 11% | -4% | 12% | -2% | 3.3% | 0%
Cc1onc(-c2ccccc2Cl)c1C(=O)NNC(=O)C1CCN(Cc2ccccc2)CC1 | 0% | 1% | 19% | 3% | 13% | 0% | -4.5% | 8%
CCN(Cc1ccccc1)C(=O)c1sc2nc3n(c(=O)c2c1C)CCCC3 | -17% | 0% | nt | nt | nt | 11% | 0.8% | ?
CC(CNC(=O)COc1ccccc1)OC(=O)Nc1ccc(Cl)c(Cl)c1 (stereo unspecified) | 4% | 1% | 0%[46.1 µM] | -8% | -3% | ? | 0.0% | ?
C/C(=N\NC(=O)c1cccc(N/N=C(\C)c2cc(O)ccc2O)c1)c1cc(O)ccc1O | -4% | -2% | -23% | -3% | -16% | ? | 0.9% | ?
O=C(O)c1ccc(CO)o1 | -1% | 4% | nt | 3% | -7%[21.7 µM] | nt | nt | nt
Cn1c(N)c(C(=O)COC(=O)COc2ccccc2C#N)c(=O)n(C)c1=O | -1% | 2% | ? | 1% | 1% | -4% | -1.5% | -6%
COc1ccc(CN(C)c2ccc(-c3nc(C)no3)cc2[N+](=O)[O-])cc1 | 0% | -4% | nt | nt | nt | -6% | -3.4% | -11%
CCOC(=O)C(NC(=O)c1ccccc1)(Nc1nnc(C)s1)C(F)(F)F (stereo unspecified) | 1% | -1% | 4%[46.1 µM] | -3% | 0% | -5% | -0.8% | -4%
CCSc1nnc(NC(=O)CC(C)C)s1 | -1% | 8% | 11% | 3% | 29% | 4% | -1.3% | 3%
CCOC(=O)c1cc2c(=O)n3ccccc3nc2n(Cc2ccco2)c1=NC(=O)c1cccc(Br)c1 | -4% | 2% | nt | nt | nt | 1% | -1.1% | -19%
CN(C)S(=O)(=O)c1ccc(C(=O)N2CCCC2c2nc3ccccc3s2)cc1 (stereo unspecified) | -1% | -16% | 2%[46.1 µM] | 3% | 3% | 4% | -1.0% | -1%
C=CCN1N=C(c2ccc(NC(=O)c3ccccc3)cc2)CSC1=O | -1% | 5% | -7% | -6% | 0% | -14% | 1.1% | -8%
Cc1ccccc1Oc1cccc(C(=O)/C(C#N)=C/N(C)C)c1 | -1% | 6% | 1%[46.1 µM] | -6% | 2% | 5% | 0.7% | -11%
O=C(NC(=S)Nc1nc(-c2ccccc2)cs1)c1cccs1 | -1% | -6% | -11% | -10% | -8% | 6% | 1.9% | 5%
CCOc1ccc(CCN2C(=O)C(=O)N([C@H](CCCN(C)Cc3ccccc3)CNCc3ccccc3)C[C@@H]2C(C)C)cc1 | 1% | 2% | -46% | -8% | 18% | 5% | -4.5% | 18%
Cc1cccc(C)c1NC(=O)Cn1c(=O)n(Cc2ccccc2)c(=O)c2c(C)c(C(=O)N(C)C)sc21 | -25% | 1% | nt | nt | nt | -9% | -1.3% | 0%
O=C(CSc1nnc(-c2ccc(O)cc2)n1Cc1ccccc1)NNC(=O)c1ccc(Br)cc1 | 3% | 1% | 16% | 7% | -7% | 5% | 0.0% | -7%
O=C(Nc1cccc(F)c1)N1C2CCC1CC(O)(c1cccnc1)C2 (stereo unspecified) | 21% | 2% | 7% | -1% | 0% | 2% | 2.2% | -9%
Cc1ccc2ncc(C(=O)Nc3ccc(F)cc3F)c(=O)n2c1 | 1% | -9% | nt | nt | nt | -6% | 0.0% | -4%
O=C(CCl)NCCN1C(=O)S/C(=C\c2cccnc2)C1=O | -1% | -6% | -28% | 8% | ? | -15% | ? | -7%
Cc1ccc(S(=O)(=O)N2CCCC(c3nc4c(nnn4Cc4ccc(OC(F)(F)F)cc4)c(=O)[nH]3)C2)cc1 (stereo unspecified) | -3% | -6% | nt | nt | nt | -11% | 0.0% | -6%
CC(C)(C)c1ccc2c(c1)OC(C(=O)N/N=C\c1ccc(-c3cccc(C(=O)O)c3)o1)CO2 (stereo unspecified) | 0% | 0% | -47% | -8% | -1% | 1% | -1.0% | -15%
Cc1ccc(NC(=O)CCNS(=O)(=O)c2ccc3c(c2)oc(=O)n3C)c(C)c1 | 0% | -2% | -1%[46.1 µM] | -4% | 3% | -4% | 1.0% | -6%
CCOc1ccccc1NC(=O)CN(c1ccc(OC)cc1)S(=O)(=O)c1c(C)noc1C | 1% | 1% | 2%[46.1 µM] | -11% | 5% | 1% | -0.1% | -24%
CCOc1ccc(CCNC(=O)C2CCC(=O)N2CCc2ccccc2)cc1OCC (stereo unspecified) | -4% | -4% | -19%[46.1 µM] | 0% | 0% | -1% | -0.2% | -7%
CC[n+]1c(-c2ccccc2)csc1Nc1c(C)n(C)n(-c2ccccc2)c1=O | -4% | 2% | -2% | -2% | -4% | 9% | 1.1% | -1%
Cc1ccc(-n2c(N)c(C(=O)N3CCCCC3)sc2=S)cc1 | -4% | 0% | -17%[46.1 µM] | 11% | -11% | 9% | 0.7% | -20%
Cc1cc(Cl)c2cc3ccccc3cc2n1 | -2% | -1% | -11% | -1% | 8% | -14% | -1.0% | -13%
Cc1ccccc1OCc1nc(-c2ccccc2)no1 | 0% | -11% | -15%[46.1 µM] | -3% | ? | -11% | -2.1% | -16%
Nc1ccc(C(=O)OCC(=O)c2cccc([N+](=O)[O-])c2)cc1 | -1% | 5% | 24% | 8% | -8% | -2% | -0.1% | -1%
Cc1ccc(/C=N/NC(=S)N2CCOCC2)cc1 | -2%[53 µM] | 6%[53 µM] | 5% | 0% | 3% | -2% | 0.0% | 1%
O=C(NCc1ccccc1)C1CCN(S(=O)(=O)c2ccc(Cl)cc2)CC1 | -3% | -2% | 12% | 3% | 9% | -7% | -4.9% | -6%
COc1ccc(S(=O)(=O)N2CCC(C(=O)N3CCc4ccccc4C3)CC2)cc1OC | 2% | -8% | -23%[46.1 µM] | -3% | 6% | -3% | 7.8% | -8%

Two of the compounds above, with each value named.
CC(C)(C)c1ccc2c(c1)OC(C(=O)N/N=C\c1ccc(-c3cccc(C(=O)O)c3)o1)CO2 (stereo unspecified)
  TexasRed fluor = 0%; TRb-SRC2 inh = 0%; NPSR antagonist = -47%; GLA spleen mod = -8%; CBFb RUNX1 block = -1%; Tau FP inhib = 1%; Epigenetic derep = -1.0%; Tau fluor counter = -15%
CCOc1ccccc1NC(=O)CN(c1ccc(OC)cc1)S(=O)(=O)c1c(C)noc1C
  TexasRed fluor = 1%; TRb-SRC2 inh = 1%; NPSR antagonist = 2%[46.1 µM]; GLA spleen mod = -11%; CBFb RUNX1 block = 5%; Tau FP inhib = 1%; Epigenetic derep = -0.1%; Tau fluor counter = -24%

The listing continues.
SMILES | TexasRed fluor | TRb-SRC2 inh | NPSR antagonist | GLA spleen mod | CBFb RUNX1 block | Tau FP inhib | Epigenetic derep | Tau fluor counter
CCCCNCc1cc(OCC)c(OCC)cc1Br | -1% | -7% | 2% | 4% | 2% | -2% | -0.6%[10.1 µM] | 3%
CCCc1cc(=O)n2[nH]c(NCc3ccccc3F)nc2n1 | -4% | -15% | -8%[46.1 µM] | -12% | 10% | -13% | -1.0% | -4%
Cc1ccc(C)c(NC(=O)c2ccccc2Sc2ccc([N+](=O)[O-])cc2Cl)c1 | -4% | -2% | -53% | 3% | -7% | 13% | 0.0% | -24%
Cn1c(=S)n(/N=C/c2ccc3c(c2)OCO3)c2ccccc21 | -1% | 1% | -15%[46.1 µM] | 9% | 0% | ? | -0.7% | -27%
Cc1cc(C)nc(/N=C(\N)Nc2ccc(F)c([N+](=O)[O-])c2)n1 | -8% | 1% | -6%[46.1 µM] | -1% | -5% | -12% | 0.0% | 1%

Some of the compounds tested (hit frequency here may not be typical).
